NRP1-CendR mod – modulators of CendR peptide binding to NRP-1, primary screen, biochemical, fluorescence polarization, uHTS. 0.85% of 360,000 active. inhibition, % at 25 µM. FAM-RPARPAR peptide binding to NRP-1. Neuropilin-1 (Homo sapiens), O14786. AID 602438, 2012;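 active = inhibition or corrected inhibition above about 18%, plus a signal ratio from 0.5 to 1.5, limit read from the data, passing the limit was not always enough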; note: strong numbers were not always called active
Rin1 Abl inh – inhibitors of Rin1-Abl protein binding, primary screen, biochemical, TR-FRET; Tyrosine-protein kinase ABL1 (Homo sapiens) + Ras and Rab interactor 1 (Homo sapiens), …; inhibition, % at 7.35 µM; 0.4% of 360,000 active; in the data active = inhibition above about 5%, passing the limit was not always enough
FAS TE block – FAS thioesterase domain inhibitors, primary screen, biochemical, fluorescence intensity, uHTS; recombinant FAS-TE, OMFH fluorogenic substrate, fluorescence endpoint; inhibition, % at 15 µM; 0.67% of 360,000 active;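 active = compounds whose normalised, plate-corrected inhibition of enzyme fluorescence in the single-dose primary screen is 50% or more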;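 note: 0% = DMSO with enzyme and 100% = substrate without enzyme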
Neddylation inh – inhibitors of cullin neddylation, primary screen, biochemical, TR-FRET, uHTS, NAE and Ubc12. calls only at 25 µM. NEDD8-conjugating enzyme Ubc12 (Homo sapiens) + NEDD8-activating enzyme E1 regulatory …. 0.58% of 360,000 active; in the data active = inhibition above about 36%
MLLE-PAM2 inh – inhibitors of PABP1 MLLE–PAM2 peptide binding, primary screen, biochemical, fluorescence polarization, FITC-PAM2, GST-MLLE; Polyadenylate-binding protein 1 (Homo sapiens), P11940; inhibition, % at 20 µM; 0.36% of 360,000 active; in the data active = inhibition above about 35%, passing the limit was not always enough;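 note: plate controls were DMSO wells with GST-MLLE for no effect and wells lacking GST-MLLE protein for full effect; some results filed as inactive read as strong as hits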
MT1-MMP act inh – blockers of MT1-MMP proenzyme processing, primary screen, HT1080 RFP-PRO-GFP cells, GFP/RFP fluorescence; GFP/RFP ratio fluorescence, overnight; percent of plate control window, DMSO zero; GFP/RFP ratio change, % at 20 µM; 0.061% of 360,000 active; AID 651647, 2012;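 active = GFP/RFP ratio change of at least 30% with cell ATP level not reduced by more than half and red fluorescence within 50% of control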; note: strong numbers were not always called active
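Assay system: HT1080 RFP-PRO-GFP cells | Dosing: 20 µM single dose, 1% DMSO | Incubation: Cells overnight before dosing, compound overnight, 37 °C, 5% CO2 | Evaluation: GFP/RFP fluorescence ratio | Control set: DMSO-only wells and HT1080 RFP-L50D-GFP cell wells as references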
bovine MsrA act – bovine MsrA enzyme activators, primary screen, biochemical, absorbance, HTS. Methionine sulfoxide reductase A (Bos taurus). 0.3% of 360,000 active. purified bovine MsrA, absorbance read-out. activation, % at 10.6 µM; in the data active = activation above about 7.5%;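 note: 0% = vehicle and 100% = reference activator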
eLon inh – inhibitors of E. coli Lon protease, primary screen, biochemical, fluorescence polarization; P0A9M0; purified E. coli Lon protease; inhibition, % at 7.94 µM; 0.42% of 360,000 active; in the data active = inhibition above about 13%, passing the limit was not always enough;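 note: 0% = enzyme with probe and DMSO and 100% = no enzyme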
Target sequence (P0A9M0 whole entry, looked up): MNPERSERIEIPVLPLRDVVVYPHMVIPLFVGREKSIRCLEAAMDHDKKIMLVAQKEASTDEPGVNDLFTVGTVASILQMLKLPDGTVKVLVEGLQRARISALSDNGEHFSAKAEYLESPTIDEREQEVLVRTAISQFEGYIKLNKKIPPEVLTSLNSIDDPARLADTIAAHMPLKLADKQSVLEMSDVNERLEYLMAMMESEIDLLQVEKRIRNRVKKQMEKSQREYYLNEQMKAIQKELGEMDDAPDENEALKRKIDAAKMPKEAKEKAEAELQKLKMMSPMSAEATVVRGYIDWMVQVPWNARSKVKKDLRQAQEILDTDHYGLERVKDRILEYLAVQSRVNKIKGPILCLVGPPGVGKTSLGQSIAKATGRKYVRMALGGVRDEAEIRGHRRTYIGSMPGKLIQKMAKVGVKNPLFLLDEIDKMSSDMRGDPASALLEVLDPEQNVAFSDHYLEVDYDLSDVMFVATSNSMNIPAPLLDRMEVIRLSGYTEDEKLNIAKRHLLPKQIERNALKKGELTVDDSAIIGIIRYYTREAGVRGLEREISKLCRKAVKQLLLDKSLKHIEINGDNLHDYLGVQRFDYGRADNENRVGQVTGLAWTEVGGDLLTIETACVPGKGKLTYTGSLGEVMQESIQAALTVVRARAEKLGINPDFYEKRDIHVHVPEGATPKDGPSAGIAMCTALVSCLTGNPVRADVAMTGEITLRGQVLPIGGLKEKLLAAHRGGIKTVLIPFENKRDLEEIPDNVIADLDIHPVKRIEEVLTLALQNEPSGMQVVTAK
SKN-1 block – suppressors of acrylamide-induced Pgst-4::GFP reporter in worms, primary screen, SKN-1 inhibitor project, whole organism, uHTS, GFP/RFP fluorescence ratio, strain VP596; C. elegans VP596 Pgst-4::GFP/RFP ratio, 24 h; inhibition, % at 21.8 µM; 0.49% of 360,000 active; AID 624304, 2012;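 active = interference check ratio from 0.5 to 1.5 plus GFP to RFP signal ratio inhibition reaching or exceeding a fixed threshold, cut at about 30% in these data, passing the limit was not always enough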; note: some compounds called inactive have numbers as strong as hits
* marks the source's active call; other numbers are inactive results; i = inactive; nt = no result given; + = active, no number.

SMILES	NRP1-CendR mod	Rin1 Abl inh	FAS TE block	Neddylation inh	MLLE-PAM2 inh	MT1-MMP act inh	bovine MsrA act	eLon inh	SKN-1 block
CCC(=O)Nc1ccc(-c2nnc(SCc3ccc(C(=O)Nc4nccs4)cc3)n2CC)cc1	2	2	-2	i	0	1	1	4	14
CC(C)(C)NC(=O)C(c1ccccc1)N(Cc1ccco1)C(=O)c1csnn1 (configuration not stated)	0	-1	-3	i	12	-3	1	4	19
CCOC(=O)CSc1nc(=O)n2ccccc2n1	-3	1	-10	i	11	-6	-13	-13	-4
CCN1C(=O)c2cccc3c(N)ccc(c23)C1=O	120	-108	-160	i	i	-83	-1	+	-119
COc1ccc(CNC(=O)NCc2ccc(OC)c(OC)c2)cc1OC	-9	0	-7	i	4	0	-4	-2	26
COc1ccc(N=CC2=C(O)c3ccccc3C2=O)cc1	-6	0	-3	i	2	-1	3	-1	15
COc1ccc(CN(C)C(=O)COC(=O)c2c(C)nn(-c3ccc(F)cc3)c2Cl)cc1	10	1	17	i	3	2	-4	-9	-10
O=C(NCc1ccccn1)c1cc2n(n1)C(C(F)(F)F)CC(c1ccco1)N2 (configuration not stated)	-22	0	-2	i	-11	-1	-3	-7	29
CCOc1ccc(NC(=O)CSc2nc3ccccc3c(=O)n2Cc2cccs2)cc1	-1	-3	-10	i	10	6	-7	2	8
Cc1ccc(C(=O)NCC(=O)NCCc2ccc(S(N)(=O)=O)cc2)s1	12	-2	-7	i	-5	-7	-2	-6	-3
CC(C)CC1=NN(C(=O)c2ccco2)C(O)(C(F)(F)F)C1 (configuration not stated)	2	0	-2	i	-1	-8	-3	-2	-14
CC(=O)c1ccc(S(=O)(=O)N2CCN(CCOc3ccc(Br)cc3)CC2)cc1	0	0	27	i	-5	2	-9	-3	-38
Cc1cn([C@H]2C[C@H](O)[C@@H](/C=C/C(=O)NCCc3ccc4ccccc4c3)O2)c(=O)[nH]c1=O	9	1	-6	i	9	0	-3	-1	0
O=C(c1ccc(N2CCOCC2)c([N+](=O)[O-])c1)N1CCN(Cc2ccccc2)CC1	-4	-1	-57	i	7	2	-2	-13	4
COc1ccc(Cl)cc1NC(=O)CSc1cccc[n+]1[O-]	-7	2	-7	i	9	4	0	-16	-3
O=C(CSc1nnc(SCc2ccccc2Cl)s1)N/N=C/c1c[nH]c2ccccc12	-1	1	9	i	-113	-2	0	-6	19
Cc1nn(-c2ccccc2)nc1C(=O)OCC(=O)N1CCCCC1C (configuration not stated)	11	2	-2	nt	10	-1	-4	-6	4
Cc1cccc(NC(=O)C2CCN(S(=O)(=O)c3cccs3)CC2)c1	0	-1	-2	i	-11	-3	-2	-7	-4
CCCNC(=O)/C=C/c1ccc(S(=O)(=O)Nc2ccccc2OC)cc1	14	-2	-1	i	-5	0	-2	-3	-4
CN(C)S(=O)(=O)c1ccc(S(=O)(=O)NCc2ccc3c(c2)OCO3)cc1	10	-2	2	i	11	-1	-7	-15	-6
CC(=O)Nc1ccc(C23CC4CC(CC(C4)C2)C3)cc1	-4	0	24	i	2	-5	-1	8	6
O=C(COC(=O)c1ccccc1NC(=O)c1ccccc1)c1cccc([N+](=O)[O-])c1	-18	0	12	i	30	0	-2	6	5
Cc1cc(C)c2[nH]c(=O)c(CN(CC3CCCO3)C(=S)Nc3ccccc3)cc2c1 (configuration not stated)	-2	-1	-1	i	-150	-3	-2	6	-1
CN(C)c1ccc(C(=O)OCC(=O)Nc2ccc(S(N)(=O)=O)cc2)cc1	39*	0	-5	i	-67	-8	3	0	18
COc1ccc(NC(=O)CNS(=O)(=O)c2ccc(Cl)cc2)cc1OC	9	0	-12	i	3	4	-3	-6	11
CNC[C@@H]1Oc2ccc(NS(=O)(=O)c3ccc(Cl)cc3)cc2C(=O)N([C@H](C)CO)C[C@@H]1C	-9	1	-14	i	-4	2	-11	-4	3
CCCC(O)(c1ccc(Br)cc1)C(CN1CCOCC1)c1ccc(Cl)cc1 (configuration not stated)	11	4	25	i	-5	-8	-1	-3	-7
C=COC(=O)c1sc2nc(C)cc(C)c2c1N	1	-4	-6	i	5	-4	-5	-2	6
Cc1ccc(C(C(=O)NC2CCCC2)N(CCCO)C(=O)Cn2nnc(-c3ccc(C)o3)n2)cc1 (configuration not stated)	15	2	3	i	-6	-2	-1	13	-31
CCO/N=C(\N)c1[nH]ncc1Br	5	-3	-4	i	-15	5	-3	0	5

Record cards, from the list above:
CCCC(O)(c1ccc(Br)cc1)C(CN1CCOCC1)c1ccc(Cl)cc1 (configuration not stated) is listed with NRP1-CendR mod: 11; Rin1 Abl inh: 4; FAS TE block: 25; Neddylation inh: i; MLLE-PAM2 inh: -5; MT1-MMP act inh: -8; bovine MsrA act: -1; eLon inh: -3; SKN-1 block: -7
COc1ccc(NC(=O)CNS(=O)(=O)c2ccc(Cl)cc2)cc1OC is listed with NRP1-CendR mod: 9; Rin1 Abl inh: 0; FAS TE block: -12; Neddylation inh: i; MLLE-PAM2 inh: 3; MT1-MMP act inh: 4; bovine MsrA act: -3; eLon inh: -6; SKN-1 block: 11
Cc1nn(-c2ccccc2)nc1C(=O)OCC(=O)N1CCCCC1C (configuration not stated) is listed with NRP1-CendR mod: 11; Rin1 Abl inh: 2; FAS TE block: -2; Neddylation inh: nt; MLLE-PAM2 inh: 10; MT1-MMP act inh: -1; bovine MsrA act: -4; eLon inh: -6; SKN-1 block: 4

Continued.
SMILES	NRP1-CendR mod	Rin1 Abl inh	FAS TE block	Neddylation inh	MLLE-PAM2 inh	MT1-MMP act inh	bovine MsrA act	eLon inh	SKN-1 block
COc1ccc(CN2CCN(C(=O)c3cc(OC)c(OC)c(OC)c3)CC2)cc1OC	2	3	-4	i	2	-1	-2	-7	8
O=C(NNC(=S)NCc1ccccc1)c1ccccc1OC(F)F	-7	-1	-9	i	-28	-1	-2	0	4
Cc1cccc(C)c1NC(=O)C1(C)CSCC(=O)N1Cc1ccco1 (configuration not stated)	17	nt	nt	i	nt	6	nt	nt	0
CCCCc1c(O)nc(SCC(=O)Nc2cccc3ccccc23)n(-c2ccccc2OC)c1=O	-3	0	-7	i	41*	0	-3	-2	2
Cc1cccc(C(=O)N2CCN(c3ccccn3)CC2)c1	9	3	-10	i	-5	1	-1	5	5
CCC(=O)OC1(C(C)=O)CCC2C3CCC4=CC(=O)CCC4(C)C3CCC21C (configuration not stated)	10	3	12	i	1	6	-2	-7	22
CC(=O)c1c(NC(=O)c2ccccc2)[nH]c(-c2ccccc2)nc1=S	-4	1	-5	i	39*	-9	2	-4	12
CCCCOc1ccc(-c2nnn(C(C)C(=O)OCC)n2)cc1 (configuration not stated)	-9	1	18	i	3	-1	-3	0	-2
CCCc1nc2c(C)cc(Br)cn2c1Cc1cccc(F)c1	-17	-3	14	i	-13	0	0	-12	10
COc1ccc(S(=O)(=O)NC2CCCC2)cc1Cl	-2	-3	4	i	0	-3	-3	-9	7
CC(C)C(=O)N/N=C/c1ccc(OCc2ccccc2)cc1	0	-2	-5	i	11	-2	-6	12	4
COC(=O)c1ccc(NC(=O)C(=O)N2CCN(C(=S)Nc3cccc(C)c3C)CC2)cc1	4	-3	-7	i	-85	-1	-4	-12	2
CC(=O)N=C1SC2CS(=O)(=O)CC2N1c1cccc(Cl)c1Cl (configuration not stated)	0	-2	-2	i	-15	4	-3	-9	40*
O=C(CCCN1C(=O)c2ccccc2C1=O)Nc1cccc(S(=O)(=O)NC2=NCCC2)c1	5	0	-6	i	-21	0	-2	5	-4
CC(=O)N1c2c(cc(Br)cc2S(=O)(=O)NCc2cccnc2)CC1C (configuration not stated)	5	4	-6	i	0	-1	-7	1	-9

An excerpt of these results, with values under each structure:
Second line of a record: NRP1-CendR mod, Rin1 Abl inh, FAS TE block, Neddylation inh, MLLE-PAM2 inh, MT1-MMP act inh, bovine MsrA act, eLon inh, SKN-1 block
CCC(=O)OC1(C(C)=O)CCC2C3CCC4=CC(=O)CCC4(C)C3CCC21C (configuration not stated)
  10, 3, 12, i, 1, 6, -2, -7, 22
CC(=O)c1c(NC(=O)c2ccccc2)[nH]c(-c2ccccc2)nc1=S
  -4, 1, -5, i, 39*, -9, 2, -4, 12
CCCCOc1ccc(-c2nnn(C(C)C(=O)OCC)n2)cc1 (configuration not stated)
  -9, 1, 18, i, 3, -1, -3, 0, -2

Additional records:
SMILES	NRP1-CendR mod	Rin1 Abl inh	FAS TE block	Neddylation inh	MLLE-PAM2 inh	MT1-MMP act inh	bovine MsrA act	eLon inh	SKN-1 block
COCCNC(=S)Nc1ccc(S(=O)(=O)Nc2cnc3ccccc3n2)cc1	13	-1	-6	i	20	4	-5	12	-3
CC(C)Oc1cccc(C(=O)Nc2ccccc2N2CCOCC2)c1	-4	3	3	i	-6	-5	-4	-11	2
CSc1nc2ccsc2c(=O)n1-c1cccnc1	10	0	-5	i	-1	0	-2	-6	10
COc1ccc(OC)c(/C=N/NC(=O)CCCC(=O)Nc2cccc(Br)c2)c1	8	0	6	nt	-11	7	-3	-8	11
CCOC(=O)N1CCC(N(CCN(C)C)C(=S)Nc2ccccc2OC)CC1	-8	2	-7	i	18	1	-2	5	-9
CCCOc1ccc(N2C(=O)CC(N(CCc3ccc(OC)cc3)C(=O)c3cccc(F)c3)C2=O)cc1 (configuration not stated)	-3	2	12	i	3	-2	-2	-2	35*
NNC(=O)CN1C(c2ccccc2Br)=Nc2ccc(Br)cc2C1c1ccccc1 (configuration not stated)	8	0	8	i	9	0	-4	-6	-1
Cc1cccc(C(=O)NC2CC(C)(C)NC(C)(C)C2)c1	-8	-1	-2	i	-17	-4	-4	-11	5
O=C(NCCc1c[nH]c2ccccc12)c1ccc([N+](=O)[O-])o1	-10	-5	5	i	-13	-8	3	-5	-5
CN1CCC(=NNC(=O)C(=O)Nc2ccc(F)cc2)CC1	3	1	-4	i	6	1	-2	5	8
CCC(C)[C@H]1CNCCN1CC1(c2ccccc2)CC1 (some centres not stated)	5	1	-8	i	-12	1	-1	-6	10
COC(=O)c1ccccc1Sc1c(/C=N/OCc2ccc(Cl)cc2)c(C(F)(F)F)nn1C	-3	0	23	i	-4	-5	3	16	2
O=C(O)c1ccccc1C(=O)NNc1ccc(Cl)cc1	-6	0	-4	i	31	2	-4	-7	-12
C/C(=N\NC1=NCCN1)c1ccc(N)c([N+](=O)[O-])c1	11	-12	-19	i	-2	3	-3	8	-5

Two compounds picked at random from those above:
SMILES	NRP1-CendR mod	Rin1 Abl inh	FAS TE block	Neddylation inh	MLLE-PAM2 inh	MT1-MMP act inh	bovine MsrA act	eLon inh	SKN-1 block
NNC(=O)CN1C(c2ccccc2Br)=Nc2ccc(Br)cc2C1c1ccccc1 (configuration not stated)	8	0	8	i	9	0	-4	-6	-1
CCCOc1ccc(N2C(=O)CC(N(CCc3ccc(OC)cc3)C(=O)c3cccc(F)c3)C2=O)cc1 (configuration not stated)	-3	2	12	i	3	-2	-2	-2	35*

Screens deposited in PubChem BioAssay by several laboratories.
